# KB-3-1 tox: kills parental KB-3-1 adenocarcinoma cells. KB-3-1 viability, CellTiter-Glo ATP luminescence, 72 h. Potency, µM (titrated, usually from 46.1 µM), inactives show at the highest dose activity change, negative = cytotoxic, most hits filed as cytotoxic. 400,000 compounds, 1.4% hits; note: potency is the fitted concentration of half-maximal effect; % is set by controls: 0 for no effect and ±100 for the full control effect; nearly all actives have a fitted effect of over 60% in size
#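 Cytotoxicity in the drug-sensitive parental line KB-3-1 was scored as loss of CellTiter-Glo luminescence following 72 h incubation with compound. Values come from curve fitting of normalized concentration-response data.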
# S2 tox: cell viability loss in ATXN counter-screen | AID 651635 | 400,000 compounds, 0.49% hits | Potency, µM (titrated, usually from 56.7 µM), hits mostly cytotoxic | S2 cells (HEK-293 line with an ATXN2-luciferase reporter) viability, CellTiter-Fluor protease fluorescence, 24 h; note: potency is the fitted concentration of half-maximal effect; nearly all actives have a fitted effect of over 40% in size
# ATXN2 expr inh: reduces ATXN2 reporter expression in HEK-293 cells. HEK-293 ATXN2-luciferase reporter, luminescence, 24 h. 360,000 compounds, 0.72% hits. Potency, µM (highest dose often 57 µM), inactives show at the top dose activity change, negative = inhibition, hits mostly inhibitors; note: potency is the fitted concentration of half-maximal effect; % is set by controls: 0 for no effect and ±100 for the full control effect; nearly all actives have a fitted effect of over 55% in size
#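 qHTS (up to 57 uM final) was run with 24 h compound exposure of reporter cells at 37 °C. Each well was multiplexed: SteadyGlo luminescence measured ATXN2-luciferase expression after a fluorogenic Gly-Phe-AFC viability readout (25 uM final).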
# HT1080-NT tox: kills 2HG-producing HT-1080-NT fibrosarcoma cells. HT-1080-NT fibrosarcoma viability, CellTiter-Glo ATP luminescence, 48 h. Potency, µM (series often up to 46.1 µM), for inactives: at the top dose activity, negative = less viability, actives largely listed as cytotoxic. 360,000 compounds, 1.6% hits;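 note: NT is the 2HG producing partner of a matched IDH1 knockdown line; potency is the fitted concentration of half-maximal effect; 0% = DMSO-treated cells and -100% = media-only wells without cells; nearly all actives have a fitted effect of over 55% in size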
#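 Viability of the 2HG-overproducing fibrosarcoma line after 48 hours of compound exposure at 37 degrees C was determined by luminescence with CellTiter-Glo, and concentration-effect curves were then fitted and categorized.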
# HepG2 viability: counter-screen for TGF-b inhibitors: cytotoxicity in HepG2 cells; HepG2 CAGA-GFP viability, ATP luminescence, 18 h; Potency, µM (doses to about 46.1 µM), for inactives: at the top dose activity change, negative = cytotoxicity, actives largely listed as cytotoxic; 410,000 compounds, 0.76% hits; note: potency is the fitted concentration of half-maximal effect; some results filed as inactive show a strong effect at the top dose
#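 CellTiter-Glo luminescence gave cytotoxicity after 18 hours at 37 degrees C. The cells were HepG2 CAGA-GFP in 1% FBS DMEM, stimulated with 500 pg/mL TGF-beta after compound addition. %Activity was normalised to no-cell wells (complete cell-killing) and DMSO (no toxicity), and curves were fitted and classified.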
# HT1080 IDH1KD tx: toxicity to HT-1080 IDH1 knockdown cells (counter line); HT-1080 IDH1 knockdown viability, ATP luminescence, 48 h; Potency, µM (top dose mostly 46.1 µM), without a hit: at the highest dose activity, negative = toxicity, hits mostly cytotoxic; 360,000 compounds, 2% hits; AID 686971;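 note: potency is the fitted concentration of half-maximal effect; 0% = DMSO wells and -100% = cell-free medium wells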
#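 Assay cells: HT-1080 with IDH1 knockdown, 750 per well, RPMI/5% FBS. Exposure: 48 h at 37 °C following 2 h pre-incubation. Read: CellTiter-Glo luminescence; fitted concentration-response, curve class assigned.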
# SW480 rerep: induces DNA re-replication in SW480 colon adenocarcinoma cells | Potency, µM (top dose mostly 46.1 µM), for the others: top-dose re-replication activation, most hits filed as activators | SW480 DNA re-replication, Hoechst DNA content imaging, 48 h | 340,000 compounds, 1.8% hits | AID 624297; note: potency is the fitted concentration of half-maximal effect; % of control where 0% means no effect; nearly all actives have a fitted effect of over 55% in size
#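 Compounds, transferred as 23 nL by pin tool, were incubated with cells for 48 hr; DNA content per nucleus was then quantified by Hoechst staining and fluorescence plate imaging.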
# MCF10A rerep: induces DNA re-replication in MCF 10a normal breast cells | MCF 10A DNA re-replication, Hoechst nuclear intensity, 48 h | Potency, µM (doses to about 46.1 µM), without a hit: top-dose activity, positive = re-replication, hits mostly activators | 350,000 compounds, 2.9% hits | AID 624296; note: potency is the fitted concentration of half-maximal effect; % of control where 0% means no effect; nearly all actives have a fitted effect of over 50% in size
# IL-1B inflam inh: inflammasome signaling inhibition, IL-1 beta readout. activity change, % at 57.5 µM. 360,000 compounds, 4.7% hits. THP-1 LPS/ATP IL-1B secretion, AlphaLISA, 16 h; active compounds read low; in the data active = activity change below about -50%; inconclusive = mostly about -30% to -49%; note: % is set by controls: 0 for no effect and ±100 for the full control effect
#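 THP-1 cells pretreated 1 hr with compounds (up to 57.5 uM final), then stimulated with LPS (250 ng/mL final) plus ATP (1.25 mM final); secreted IL-1B measured by AlphaLISA after 16 hr, decreased signal indicating inhibition.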
# The depositor's hits bear a star; i = inactive; u = inconclusive; x = not tested or not shown; & = joins results of further samples; [ ] = remark or other dose. Unless noted, calls come from the whole dose curve; as a rule, active = well fitted curve in the direction sought with a large enough effect; inconclusive = small, poorly fitted or top-dose-only effect, or another doubt; inactive = no such curve, though single readings can be large; an effect the other way counts as inactive or inconclusive.
SMILES,KB-3-1 tox,S2 tox,ATXN2 expr inh,HT1080-NT tox,HepG2 viability,HT1080 IDH1KD tx,SW480 rerep,MCF10A rerep,IL-1B inflam inh
O=C(Nc1nccs1)c1nc[nH]c1C(=O)N1CCN(c2ccccc2)CC1,-6%,i,-11%,23%,3%,10%,-5%,6%,-27
CCc1ccc(NC(=O)CN(c2ccc(C)cc2)S(=O)(=O)c2cccs2)cc1,4%,i,-16%,x,-22%,x,x,x,x
N#CC1=C(N)N(c2ccccc2C#N)C2=C(C(=O)CCC2)C1c1ccsc1 (stereo not given),21%,i,17%,6%,-3%,-7%,-8%,0%,20
Cc1ccc(C)c(N(C(=O)CNC(=O)c2ccco2)C(C(=O)NC2CCCCC2)c2cccnc2)c1 (stereo not given),-11%,i,-30%,19%,-24%,20%,0%,-2%,-18
Cc1cccc(OCCCCn2c(C3CC(=O)N(c4ccc(C)cc4C)C3)nc3ccccc32)c1 (stereo not given),-23%,u,u,x,-109%,x,x,x,x
Cc1nc(-c2ccc(C(=O)Nc3cccc(Br)c3)cc2)cs1,0%,i,x,u,-34%,u,17%,19%,-25
O=C(OCC(=O)N1CCCc2ccccc21)c1cc(Br)ccc1O,-5%,i,-3%,-6%,-13%,-9%,4%,-1%,12
O=C(Nc1ccc2c(c1)CCC2)c1ccc(F)cc1,0%,i,90%[activator],4%,-32%,0%,-2%,3%,-17
O=C(CCN1CCOCC1)NNC(=O)/C(=C/c1ccccc1)NC(=O)c1ccccc1,-8%,i,-5%,8%,5%,13%,-3%,-1%,0
O=C(CS(=O)CC(=O)N(CC(=O)NC1CCCC1)c1ccc2c(c1)OCCO2)Nc1ccc(F)cc1 (stereo not given),8%,x,x,7%,-4%,-2%,-12%,1%,15
CCc1nc2ccc(C(=O)N3CCN(c4ccccc4)CC3)cc2nc1CC,-6%&-10%,i,-11%,11%,4%&5%,0%,1%,10%,-24
Cc1nc(CS(=O)(=O)c2ccccc2)cc(N2CCN(c3ccccc3F)CC2)n1,-3%,i,-31%[11.3 µM],-3%,-2%,-2%,1%,-3%,15
Cc1oc2ccc(O)c(CN3CCCC3)c2c1C(=O)Nc1ccccc1,9%,i,-12%,x,-20%,x,x,x,x
Cc1cccc(NC(=O)CCCc2ccccc2)c1C,3%,i,9%,12%,10%,2%,-3%,4%,-16
Cc1ccc(CNC(=O)C2(C(F)(F)F)C/C(=C\Cc3ccccc3)CCCO2)o1 (stereo not given),12%,i,-13%,7%,-17%&-3%,0%,1%,u,14
CC1CN(C(=O)c2ccc(NS(=O)(=O)c3ccc(F)cc3)cc2)CC(C)O1 (stereo not given),19%,i,-12%,28%,7%,20%,-13%,-24%,5
CCOc1ccccc1Nc1nnc(-c2cc3cc(OC)ccc3oc2=O)s1,-22%,i,11%,x,8%,x,x,x,x
O=C(Nc1nccs1)c1cncc(Br)c1,u,i,37%[activator],-18%,-3%,-18%,-4%,0%,-1
Cc1nc2c(C)cccn2c(=O)c1NC(=O)c1cccs1,-1%,i,-9%,3%,-12%,-4%,3%,2%,17
Cc1ccc(/C=N/Nc2ccnc3cc(Cl)ccc23)c(C)c1,u,u,35µM*,u,14µM*,u,u,u,-77*
O=C1CC(c2ccccc2)CC(O)=C1C=NCCN1CCOCC1 (stereo not given),-4%,i,-8%,-4%,-15%,-9%,-4%,28%,-2
O=C(Nc1ccccc1N1CCOCC1)c1ccco1,0%,i,7%,10%,7%,10%,-3%,-3%,-2
CC(C)Oc1ccc(C(=O)NCc2ccco2)cc1,11%,i,51%[activator],16%,20%,12%,-6%,-2%,-16
CC1N(O)C(c2ccc(Cl)cc2Cl)N(O)C1(C)C (stereo not given),6%,i,9%,12%,-9%,17%,-10%,-3%,22
COc1ccc(C2C(=O)N(C3CCCCC3)CC(=O)N2Cc2ccc3c(c2)OCO3)cc1 (stereo not given),-5%,i,-14%,-11%,-20%,-5%,2%,2%,-23

# In a second layout: four of the compounds above.
molecule: Cc1oc2ccc(O)c(CN3CCCC3)c2c1C(=O)Nc1ccccc1
- KB-3-1 tox: 9%
- S2 tox: i
- ATXN2 expr inh: -12%
- HT1080-NT tox: x
- HepG2 viability: -20%
- HT1080 IDH1KD tx: x
- SW480 rerep: x
- MCF10A rerep: x
- IL-1B inflam inh: x
molecule: Cc1cccc(NC(=O)CCCc2ccccc2)c1C
- KB-3-1 tox: 3%
- S2 tox: i
- ATXN2 expr inh: 9%
- HT1080-NT tox: 12%
- HepG2 viability: 10%
- HT1080 IDH1KD tx: 2%
- SW480 rerep: -3%
- MCF10A rerep: 4%
- IL-1B inflam inh: -16
molecule: Cc1ccc(CNC(=O)C2(C(F)(F)F)C/C(=C\Cc3ccccc3)CCCO2)o1 (stereo not given)
- KB-3-1 tox: 12%
- S2 tox: i
- ATXN2 expr inh: -13%
- HT1080-NT tox: 7%
- HepG2 viability: -17%&-3%
- HT1080 IDH1KD tx: 0%
- SW480 rerep: 1%
- MCF10A rerep: u
- IL-1B inflam inh: 14
molecule: CC1CN(C(=O)c2ccc(NS(=O)(=O)c3ccc(F)cc3)cc2)CC(C)O1 (stereo not given)
- KB-3-1 tox: 19%
- S2 tox: i
- ATXN2 expr inh: -12%
- HT1080-NT tox: 28%
- HepG2 viability: 7%
- HT1080 IDH1KD tx: 20%
- SW480 rerep: -13%
- MCF10A rerep: -24%
- IL-1B inflam inh: 5

# Next structures follow:
SMILES,KB-3-1 tox,S2 tox,ATXN2 expr inh,HT1080-NT tox,HepG2 viability,HT1080 IDH1KD tx,SW480 rerep,MCF10A rerep,IL-1B inflam inh
COc1cccc(-n2c(CN3CCN(c4cccc(C)c4)C(C)C3)nc3ccc([N+](=O)[O-])cc3c2=O)c1 (stereo not given),-1%,i,-10%,-8%,-6%,-14%,2%,12%,13
O=S(=O)(Nc1ncccn1)c1ccc(NS(=O)(=O)c2cc(Cl)ccc2Cl)cc1,-1%,i,-1%,1%,13%,-7%,u,-10%,6
Cc1cc(OC(=O)c2ccc(S(=O)(=O)N(C)C)cc2)cc(=O)o1,17%,i,5%,10%,8%,6%,8%,1%,15
CN(C)C(=O)c1cccc(-c2cnc3cccnn23)c1,0%,i,45%[activator],u,2%,14%,x,x,10
COC(=O)c1c(SCC(=O)Nc2cccc(C(F)(F)F)c2)[nH]c2ccccc2c1=O,u,i,u,x,-21%,x,x,x,x
COC(=O)c1nc2nc(-c3cccs3)cc(C(F)(F)F)n2n1,-1%,i,5%,10%,-3%,23%,0.52µM*,-10%,7
O=c1c2ccccc2sn1-c1ccccc1F,u,20µM*,u,-9%,-87%,u,x,x,-107*
COC(=O)c1ccc(/C=C(\C#N)c2ccccn2)cc1,u,u,28%,-1%,-23%,-12%,-9%,u,25
COc1cccc(NC(=O)Cn2c(=O)n(CCCCC(=O)NCc3ccc4c(c3)OCO4)c(=O)c3ccccc32)c1,4%,i,-18%,x,-49%,x,x,x,x
CCCNS(=O)(=O)c1cccc(C(=O)OCc2cc(=O)oc3cc(OC)ccc23)c1,-13%,u,13%,u,16%,u,u,7.3µM*,31
CC(=O)NC(Cc1ccccc1F)C(=O)NC1CCN(C(=O)Nc2ccc(C)cc2)CC1 (stereo not given),0%,i,2%,3%,1%,7%,u,0%,8
COCCN(CCOC)S(=O)(=O)c1ccc(C(=O)Nc2sc3c(c2C(N)=O)CCCCC3)cc1,-3%,u,33%[activator],-1%,18%,-2%,4%,18%,-5
Cc1cccc(Nc2ncc(NC(=O)c3cccc(F)c3)c(Nc3cccc(C)c3)n2)c1,-8%,i,6%,x,-49%,x,x,x,x
C=CCn1c(SCCOc2ccc(OC)cc2)nnc1C(C)NC(=O)c1ccc(OC)cc1 (stereo not given),-25%,i,-5%,u,-9%,-15%,6%,-8%,-1
Cc1cc(NC(=O)CSc2nc3cc(Cl)ccc3o2)no1,u,i,-4%,-2%,-11%,-15%,9%,9%,46
O=C(c1ccco1)N1CCN(S(=O)(=O)c2ccc3c(c2)CCN3C(=O)C2CCC2)CC1,10%,i,-4%,-4%,0%,-4%,-4%[9.22 µM],-1%,-10
COc1ccc(N2C(=O)C(C)C(Cc3ccc(C)cc3)C2=O)cc1 (stereo not given),18%,i,-2%,13%,-5%,26%,-1%,u,-20
OCCc1ccc(NCCc2cccs2)cc1,0%,i,45%[activator],u,-6%,6%,x,x,33
COc1cc2c(cc1OC)C(c1ccc(C)o1)CC(=O)N2 (stereo not given),-3%,i,5%,-9%,1%,-6%,-2%,-7%,30
CC1(C)CC(=O)C/C(=N/NC(=O)CCCOc2ccc(Cl)cc2Cl)C1,u,i,-4%,-18%,-36%,-27%,14%,u,-16
